Source: PubChem BioAssay (Sanford-Burnham Center for Chemical Genomics)
hIAP act: human IAP activators, primary screen, biochemical, luminescence, uHTS; 330,000 compounds, 0.16% hits; purified human IAP, CDP-Star luminescence, 30 min; stronger effect = higher value; 1 = vehicle-only enzyme, 0 = enzyme-free background; Intestinal-type alkaline phosphatase (Homo sapiens), P09923; activation factor at 10 µM;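 active = activation factor of the enzyme at least 2-fold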; note: the source names both 10 and 20 µM as test concentration; values of inactives mirror those of a sister screen read the other way
Target sequence (P09923 whole entry, looked up): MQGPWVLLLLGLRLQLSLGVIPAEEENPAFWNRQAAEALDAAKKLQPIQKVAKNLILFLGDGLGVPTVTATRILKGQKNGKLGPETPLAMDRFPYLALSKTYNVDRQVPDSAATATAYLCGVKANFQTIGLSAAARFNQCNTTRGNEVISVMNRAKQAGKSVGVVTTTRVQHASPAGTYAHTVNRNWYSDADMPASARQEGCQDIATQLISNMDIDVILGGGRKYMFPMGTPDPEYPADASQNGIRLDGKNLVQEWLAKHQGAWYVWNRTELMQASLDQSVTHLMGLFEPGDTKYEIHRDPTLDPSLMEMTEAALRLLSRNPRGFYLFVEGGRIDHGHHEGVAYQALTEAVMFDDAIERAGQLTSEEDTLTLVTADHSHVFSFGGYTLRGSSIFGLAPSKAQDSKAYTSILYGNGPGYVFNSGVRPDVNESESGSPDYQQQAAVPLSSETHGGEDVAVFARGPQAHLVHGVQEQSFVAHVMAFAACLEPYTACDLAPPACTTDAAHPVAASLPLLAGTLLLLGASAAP
A3G deaminase: APOBEC3G DNA deaminase inhibitors, primary screen, biochemical, fluorescence, single-stranded DNA substrate, uHTS; recombinant A3G, ssDNA deamination FAM/TAMRA fluorescence; 330,000 compounds, 0.28% hits; inhibition, % at 20 µM; DNA dC->dU-editing enzyme APOBEC-3G (Homo sapiens), Q9HC16;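 active = inhibition of at least 40% at 20 µM, with no more than 30% in the related APOBEC3A deaminase screen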;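 note: plate controls were DMSO wells with A3G for no effect and wells lacking A3G enzyme for full effect; some compounds called inactive have numbers as strong as hits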
Target sequence (Q9HC16 whole entry, looked up): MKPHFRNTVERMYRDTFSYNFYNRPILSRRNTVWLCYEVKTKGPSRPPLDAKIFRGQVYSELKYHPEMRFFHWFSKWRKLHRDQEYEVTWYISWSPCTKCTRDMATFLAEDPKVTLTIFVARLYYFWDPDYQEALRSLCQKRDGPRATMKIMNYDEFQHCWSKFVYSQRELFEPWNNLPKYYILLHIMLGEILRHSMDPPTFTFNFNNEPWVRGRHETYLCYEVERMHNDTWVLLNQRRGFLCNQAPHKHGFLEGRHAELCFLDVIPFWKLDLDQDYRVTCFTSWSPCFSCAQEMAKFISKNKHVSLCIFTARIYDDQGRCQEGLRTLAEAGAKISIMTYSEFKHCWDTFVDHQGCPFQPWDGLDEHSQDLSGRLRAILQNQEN
MPTP block: mitochondrial permeability transition pore inhibitors, primary screen, biochemical, isolated mouse mitochondria, absorbance; Ca2+ swelling absorbance, 30 min; inhibition, % at 10 µM; 360,000 compounds, 1.4% hits;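 active = inhibition of 50% or more, scaled per plate between neutral and stimulator controls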;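 note: 0% = DMSO wells given calcium and 100% = 1 mM EGTA wells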
mIAP activ: activators of mouse IAP, primary screen, biochemical, luminescence, uHTS. muIAP, CDP-Star luminescence, 30 min; stronger effect = higher value; 1 = vehicle-only enzyme signal, 0 = enzyme-free wells. activation factor at 10 µM. 330,000 compounds, 0.24% hits;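 active = activation factor of at least 2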; note: the source names both 10 and 20 µM as test concentration; values of inactives mirror those of a sister screen read the other way
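System: Mouse IAP enzyme | Also added: CDP-Star substrate | Dosing: Compounds dispensed in DMSO | Schedule: 30 min enzyme-substrate-compound incubation at room temperature | Technique: Chemiluminescence readout | Control set: DMSO-only wells and no-enzyme negative control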
MIN6 prolif: inducers of MIN6 beta-cell proliferation, primary screen, ATP luminescence, uHTS; 330,000 compounds, 0.29% hits; MIN6 cells proliferation, ATPlite luminescence, 48 h; cells starved in 0.2% serum; 100% = growth in 10% serum; proliferation, % at 10 µM;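 active = compounds whose signal lies at least 3.5 SD above the mean of all wells on their plate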;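 note: 0% = DMSO-treated cells in low-serum medium and 100% = 10% serum control; some compounds called inactive have numbers as strong as hits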
APOBEC3A inh: APOBEC3A ssDNA deaminase inhibitors, primary screen, selectivity assay for APOBEC3G inhibitor project, biochemical, FAM/TAMRA oligo cleavage fluorescence; recombinant A3A, FAM/TAMRA ssDNA deamination fluorescence; 330,000 compounds, 0.41% hits; inhibition, % at 20 µM;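 active = at least 40% inhibition at 20 µM here, with at most 30% in a related deaminase screen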;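 note: plate controls were A3A with DMSO for no effect and wells lacking A3A enzyme for full effect; some results filed as inactive read as strong as hits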
Target sequence (P31941 whole entry, looked up): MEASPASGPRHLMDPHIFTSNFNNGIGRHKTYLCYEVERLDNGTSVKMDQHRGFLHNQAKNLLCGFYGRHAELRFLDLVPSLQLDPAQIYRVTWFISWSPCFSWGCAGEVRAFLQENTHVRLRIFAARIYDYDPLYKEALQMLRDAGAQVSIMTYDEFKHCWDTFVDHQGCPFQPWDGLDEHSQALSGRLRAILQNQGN
NR3A LBD binder: binders of NR3A ligand-binding domain, primary screen, biophysical, differential scanning fluorimetry, uHTS. Glutamate receptor ionotropic, NMDA 3A (GRIN3A) ligand-binding domain. NR3A LBD differential scanning fluorimetry, Tm shift; 0% = protein alone, 100% = glycine-bound protein. Tm shift relative to glycine control, % at 25 µM. 340,000 compounds, 2.5% hits. AID 1259313, 2017;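 active = melting temperature shift of at least 10% of the positive control shift, at one fixed dose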
mIAP inh: inhibitors of mouse IAP, primary screen, biochemical, luminescence, uHTS; intestinal alkaline phosphatase [Mus musculus]; purified mouse IAP, CDP-Star luminescence, 30 min; inhibition, % at 10 µM; 330,000 compounds, 0.2% hits; AID 2806, 2010;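 active = inhibition of at least 40% at 10 µM in the primary screen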;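 note: plate controls were DMSO with enzyme for no effect and no enzyme wells for full effect; values of inactives mirror those of a sister screen read the other way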
hIAP block: human IAP inhibitors, primary screen, biochemical, luminescence, uHTS; AID 2544, 2010; purified IAP, CDP-Star luminescence, 30 min; 330,000 compounds, 0.12% hits; Intestinal-type alkaline phosphatase (Homo sapiens), P09923; inhibition, % at 10 µM;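 active = inhibition reaching a set limit with compound at 10 µM in the primary screen, cut at about 35% in these data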;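 note: plate controls were DMSO wells with enzyme for no effect and no-enzyme buffer wells for full effect; values of inactives mirror those of a sister screen read the other way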
Starred values were filed as active, the others as inactive; x = not tested or not shown.

Results follow in this order: hIAP act	A3G deaminase	MPTP block	mIAP activ	MIN6 prolif	APOBEC3A inh	NR3A LBD binder	mIAP inh	hIAP block
#1 CCCC(=O)Nc1nc2c(OC)ccc(OC)c2s1
    0.95	3	0.1	1	4	1	-1	0	5
#2 CN(C)c1ccc(C(=S)N2CCN(C(=S)Nc3ccccc3)CC2)cc1
    1	-9	-2.6	1	-3	-5	-1	-2	-1
#3 Cc1nc(SCC(=O)NCC2CCCO2)c2cc(-c3ccccc3)sc2n1 (stereo unspecified)
    0.98	-6	-1.3	0.85	-5	-1	-1	14	2
#4 CCOc1ccccc1C(=O)Nc1nnc(SCC(=O)N2CCOCC2)s1
    0.94	-11	-1.5	1.1	1	4	1	-5	6
#5 COc1ccccc1NC(=O)CN1CCN(c2ccccc2F)CC1
    1	-9	-0.6	1	2	-2	1	0	-2
#6 Cc1ccccc1-c1nc(CS(=O)(=O)CC(=O)N2CCc3ccccc32)c(C)o1
    0.87	-8	0.7	1	0	-7	7	0	13
#7 O=C(CCN1C(=O)C2C3C=CC(C3)C2C1=O)N1CC(=O)N(CCc2ccccc2)C(=O)C1 (stereo unspecified)
    0.97	0	2.4	1	-1	3	-7	-5	3
#8 CCOC(=O)CN1CCc2c(C)nc3c(-c4ccc(OC)c(OC)c4)cnn3c21
    0.98	-2	3.5	0.96	0	3	3	4	2
#9 Cc1ccc(S(=O)(=O)NCC(=O)N(CC(=O)NC2CCCCC2)CC2CCCO2)cc1 (stereo unspecified)
    0.99	-1	-0.8	0.99	2	0	-2	0	0
#10 CCn1c(SCC(=O)N2CCOCC2)nnc1C(C)NC(=O)c1ccccc1 (stereo unspecified)
    1	3	-2.3	1.1	4	4	0	-7	0
#11 COc1ccc(C(CNC(=O)CN2C(=O)NC3(CCCC3)C2=O)N(C)C)cc1 (stereo unspecified)
    1	2	-0.8	0.98	0	2	1	2	0
#12 COc1cc(C)c(C(=O)CSc2nnc(CNC(=O)c3ccco3)n2C)cc1C
    1	-3	0.1	0.98	-1	1	-3	2	-1
#13 O=C(/C=C/NCc1cccnc1)C(F)(F)C(F)(F)F
    1	1	8.3	0.79	1	5	-2	21	-2
#14 CNC(=O)CSc1nnc(-c2ccncc2)n1Cc1ccccc1
    0.88	-5	0.9	1	-2	0	0	-3	12
#15 O=[N+]([O-])c1ccc(/C=N/n2c(-c3ccccc3)n[nH]c2=S)cc1
    0.75	36	0.2	0.97	2	-3	1	3	25
#16 Cc1cc2c(cc(C(=O)N3CCC(C(=O)N4CCCC4)CC3)n2Cc2c(F)cccc2Cl)o1
    0.97	5	-2.2	1	4	-2	-4	-5	3
#17 Cc1ccc(NC(=O)CN2C(=O)CNC2=O)cc1
    1	-5	-0.7	1.1	-1	-8	2	-10	-2
#18 O=C1CCCN1c1ccc(Br)cc1
    1	-5	0.4	0.94	7.2*	-3	0	6	-3
#19 Oc1c(/C=N/c2ncn[nH]2)ccc2ccccc12
    1.1	6	5.3	0.96	-2	-2	0	4	-9
#20 Cc1[nH]c2ccccc2c1/C=N/NC(=O)c1cc(C(C)(C)C)[nH]n1
    1.1	10	0.7	1.1	-3	0	-2	-6	-6
#21 CCOc1cc(/C=N/NC(=O)c2ccccn2)ccc1OC(=O)c1cccs1
    1	-3	-1.9	0.95	-4	0	2	4	0
#22 COc1ccc(NS(=O)(=O)c2cccs2)cn1
    1.1	-5	1.5	1.1	-3	-7	0	-5	-13
#23 CCn1cc(C(=O)NCCCN2CCCC2)c(=O)c2cc(S(=O)(=O)N3CCc4ccccc4C3)ccc21
    1	-5	-1.2	1.1	-5	-2	-1	-5	0
#24 Cc1[nH]c2ccccc2c1/C=C/c1nc2ccccc2c(=O)n1-c1ccc([N+](=O)[O-])cc1
    0.99	-9	3.0	0.86	0	-3	-4	14	1
#25 COc1ccc(N(CC(=O)NN=C2CCCC2)S(=O)(=O)c2ccccc2)cc1
    1.1	-5	-0.2	1	-2	-2	-1	-1	-9
#26 COc1ccccc1N1CCN(C(=O)c2ccc3c(Cl)c4c(nc3c2)CCCC4)CC1
    0.93	1	0.3	0.83	-7	0	-5	17	7
#27 COc1cc(NC(=O)c2ccnnc2)cc(C(=O)Nc2cccc(C(F)(F)F)c2)c1
    0.9	-12	19	0.9	0	-1	-3	10	10
#28 O=C(CN1CCOCC1)NNc1nc(-c2ccccc2)c2cc(Br)ccc2n1
    1.3	-10	0.8	0.87	5	-3	-7	13	-29
#29 Cc1ccccc1C(=O)N/N=C/c1ccccn1
    1.3	-5	-0.8	1	-2	-6	0	0	-28
#30 CCCn1c(N)c(C(=O)CSc2nc3ccccc3n2CCC#N)c(=O)n(C)c1=O
    1.1	19	-1.5	0.99	2	1	3	1	-11
#31 COc1ccc2[nH]c3c(c2c1)CCN1C(=O)C(CC(=O)NCc2cccc(C(F)(F)F)c2)C[C@H](C(=O)N2CCCCC2)[C@@]31CCc1ccccc1 (stereo partly specified)
    x	9	-0.3	1.3	x	5	1	-28	x
#32 O=C(N/N=C/c1ccco1)c1ccccc1OCc1ccc(Br)cc1
    1	-1	2.0	0.97	-2	-2	-9	3	-2
#33 COc1ccccc1CN(C(=O)CNC(=O)c1ccco1)C(C(=O)NCC1CCCO1)c1ccccc1 (stereo unspecified)
    1	-8	0.4	1.1	0	0	0	-5	-2
#34 COc1ccc(-c2nn(-c3ccccc3)cc2/C=C\C(=O)N2CCOCC2)cc1[N+](=O)[O-]
    1	-4	0.7	0.97	-1	-3	3	3	-4
#35 CN1CCN(C(=O)c2ccc(N(Cc3ccc(Cl)cc3)S(C)(=O)=O)cc2)CC1
    1.1	2	-0.6	0.97	-4	0	1	3	-11
#36 CC(C)NS(=O)(=O)c1ccc(CCC(=O)O)cc1
    0.88	-4	-1.8	1.1	0	-3	2	-9	12
#37 COc1ccc(CNc2ccc(S(N)(=O)=O)cc2)c(OC)c1OC
    1	-1	-0.6	0.99	3	4	3	1	-4
#38 COc1ccc(C)cc1Nc1n[n+](-c2ccccc2)c(-c2ccc(N(C)C)cc2)s1
    0.86	-7	89*	0.84	-9	-3	-7	16	14
#39 Cc1csc(N(C(=O)c2ccccc2F)c2ccccc2)n1
    1	-3	-0.1	1.1	-3	-1	-2	-6	-5
#40 O=C(COC(=O)CSc1ccc2ccccc2c1)NCc1ccc2c(c1)OCO2
    0.81	-5	22	0.96	0	-2	-9	4	19
#41 CN(C)c1nc(N/N=C/c2ccccc2O)nc(Nc2ccc(F)cc2)n1
    1.1	-6	-3.0	1.1	-5	-4	38*	-10	-11
#42 CCOC(=O)N1CCN(Cc2nc3cc(NC(=O)CC)ccc3n2CC)CC1
    1	-8	-0.1	0.9	-2	-1	-1	10	-3
#43 CC(=O)OCCc1c2ccccc2c(CCCN(C)C)c2ccccc12
    1	-4	-2.8	1.1	-3	3	-1	-13	0
#44 COc1cc2c3c(c1)/C(=C1/SC(=S)NC1=O)C(=O)N3C(C)(C)C=C2C
    0.79	1	91*	0.76	-3	-1	-4	24	21
#45 COc1ccc(CNC(=O)CN2CCN(c3ccccc3O)CC2)cc1OC
    0.97	-5	-0.3	0.97	0	-3	0	3	3

Exported with bars between the fields: 7 of the compounds above
entry | canonical_smiles | hIAP act | A3G deaminase | MPTP block | mIAP activ | MIN6 prolif | APOBEC3A inh | NR3A LBD binder | mIAP inh | hIAP block
40 | O=C(COC(=O)CSc1ccc2ccccc2c1)NCc1ccc2c(c1)OCO2 | 0.81 | -5 | 22 | 0.96 | 0 | -2 | -9 | 4 | 19
37 | COc1ccc(CNc2ccc(S(N)(=O)=O)cc2)c(OC)c1OC | 1 | -1 | -0.6 | 0.99 | 3 | 4 | 3 | 1 | -4
36 | CC(C)NS(=O)(=O)c1ccc(CCC(=O)O)cc1 | 0.88 | -4 | -1.8 | 1.1 | 0 | -3 | 2 | -9 | 12
41 | CN(C)c1nc(N/N=C/c2ccccc2O)nc(Nc2ccc(F)cc2)n1 | 1.1 | -6 | -3.0 | 1.1 | -5 | -4 | 38* | -10 | -11
38 | COc1ccc(C)cc1Nc1n[n+](-c2ccccc2)c(-c2ccc(N(C)C)cc2)s1 | 0.86 | -7 | 89* | 0.84 | -9 | -3 | -7 | 16 | 14
34 | COc1ccc(-c2nn(-c3ccccc3)cc2/C=C\C(=O)N2CCOCC2)cc1[N+](=O)[O-] | 1 | -4 | 0.7 | 0.97 | -1 | -3 | 3 | 3 | -4
35 | CN1CCN(C(=O)c2ccc(N(Cc3ccc(Cl)cc3)S(C)(=O)=O)cc2)CC1 | 1.1 | 2 | -0.6 | 0.97 | -4 | 0 | 1 | 3 | -11

Entries of single compounds, looked up by structure. Order of values: hIAP act	A3G deaminase	MPTP block	mIAP activ	MIN6 prolif	APOBEC3A inh	NR3A LBD binder	mIAP inh	hIAP block
Shown for `Cc1nc(SCC(=O)NCC2CCCO2)c2cc(-c3ccccc3)sc2n1` (stereo unspecified) : 0.98	-6	-1.3	0.85	-5	-1	-1	14	2
Shown for `Cc1ccccc1C(=O)N/N=C/c1ccccn1` : 1.3	-5	-0.8	1	-2	-6	0	0	-28

Further compounds
Results follow in this order: hIAP act	A3G deaminase	MPTP block	mIAP activ	MIN6 prolif	APOBEC3A inh	NR3A LBD binder	mIAP inh	hIAP block
#46 CC(C)C(NC(=O)C(NC(=O)C1O[C@@H]2OC(C)(C)O[C@@H]2[C@H]2OC(C)(C)O[C@@H]12)C(C)C)C(=O)O (stereo partly specified)
    0.79	-1	-0.1	1	-3	4	0	0	21
#47 Cc1ccccc1C(=O)O/N=C(\N)c1ccc([N+](=O)[O-])cc1
    1.1	-2	0.0	0.83	-3	-1	2	17	-5
#48 CCOC(=O)C1CCN(c2c(NCCN3CCCCC3C)c(=O)c2=O)CC1 (stereo unspecified)
    0.83	1	-0.3	0.92	-1	-1	-1	8	17
#49 O=C(O)CCCNS(=O)(=O)c1ccccc1
    1.2	2	-1.8	1.1	0	4	1	-6	-22
#50 O=c1c2c3c(sc2nc2n1CCC2)CCC3
    1.1	-1	-1.3	0.95	-5	-2	3	5	-8
#51 O=S(=O)(Nc1ccccn1)c1ccc(Cl)c2ccccc12
    1.1	-7	-0.1	0.96	-2	-2	-2	4	-9
#52 CCOC(=O)N1CCN(C(=O)C2CCCN(S(=O)(=O)c3ccccc3)C2)CC1 (stereo unspecified)
    1.1	-6	-1.7	0.99	-1	-2	2	1	-5
#53 CC(C)Cc1cc(C(=O)Nc2ccccc2)c2ccccc2n1
    1	-3	0.9	1.1	1	-6	-3	-10	0
#54 CC(=O)Nc1ccc(S(=O)(=O)n2nc(-c3ccc(C)cc3)nc2N)cc1
    0.98	2	-0.3	1	1	2	-4	-4	2
#55 N#CCNC(=O)C1c2ccccc2Oc2ccccc21
    1	-6	-1.2	0.95	-2	-3	-3	5	-4
#56 Cc1c(NC(=O)c2nn3c(C(F)(F)F)cc(-c4ccccc4)nc3c2Cl)c(=O)n(-c2ccccc2)n1C
    0.97	-3	6.5	0.98	-2	0	-4	2	3
